Bioassay records as filed in PubChem BioAssay.
NPSR antag: neuropeptide S receptor (human) antagonism, cAMP. AID 1461. hit rate 1% among 220,000. CHO-NPSR cells, cAMP TR-FRET, antagonist mode. Q6W5P4. Potency, µM (doses to about 38.3 µM), for inactives: at the highest dose activity change, negative = inhibition, usual class: inhibitors; note: % is set by controls: 0 for no effect and ±100 for the full control effect; nearly all actives have a fitted effect of over 50% in size; many of its hits are not listed in these tables
Target sequence (Q6W5P4 whole entry, looked up): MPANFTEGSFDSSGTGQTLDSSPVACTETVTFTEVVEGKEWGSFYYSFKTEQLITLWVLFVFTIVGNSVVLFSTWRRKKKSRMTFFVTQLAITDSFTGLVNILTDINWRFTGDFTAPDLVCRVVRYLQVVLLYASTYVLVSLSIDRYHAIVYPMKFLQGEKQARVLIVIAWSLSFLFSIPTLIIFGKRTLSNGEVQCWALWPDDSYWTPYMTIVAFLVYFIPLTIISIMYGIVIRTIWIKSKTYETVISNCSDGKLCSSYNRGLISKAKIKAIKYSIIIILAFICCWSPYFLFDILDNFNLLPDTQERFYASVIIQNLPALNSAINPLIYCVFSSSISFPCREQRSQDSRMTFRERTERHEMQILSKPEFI
Epigenetic reg: derepresses silenced GFP reporter in murine cells; murine LDR cells, GFP reporter derepression, 30 h; hit rate 0.2% among 280,000; Potency, µM (highest dose often 53.9 µM), for the others: at the top dose GFP activation, actives largely listed as activators; note: % of control where 0% means no effect; nearly all actives have a fitted effect of over 60% in size
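GFP-positive cell count by laser-scanning cytometry (objects 20–120 um) after 30 h, 37 C compound exposure of murine LDR cells; reporter is CMV-GFP integrated at a silenced locus, inducible by HDAC or DNMT inhibitors.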
aGal spleen mod: alpha-galactosidase A (human) modulation | human spleen homogenate, 4MU-alpha-Gal fluorescence, 40 min | Potency, µM (highest dose often 80 µM), inactives show top-dose activity change, negative = inhibition, actives largely listed as inhibitors | hit rate 0.008% among 240,000;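 note: 0% = enzyme with vehicle and -100% = no enzyme basal signal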
Target sequence (P06280 32-429 limits assumed): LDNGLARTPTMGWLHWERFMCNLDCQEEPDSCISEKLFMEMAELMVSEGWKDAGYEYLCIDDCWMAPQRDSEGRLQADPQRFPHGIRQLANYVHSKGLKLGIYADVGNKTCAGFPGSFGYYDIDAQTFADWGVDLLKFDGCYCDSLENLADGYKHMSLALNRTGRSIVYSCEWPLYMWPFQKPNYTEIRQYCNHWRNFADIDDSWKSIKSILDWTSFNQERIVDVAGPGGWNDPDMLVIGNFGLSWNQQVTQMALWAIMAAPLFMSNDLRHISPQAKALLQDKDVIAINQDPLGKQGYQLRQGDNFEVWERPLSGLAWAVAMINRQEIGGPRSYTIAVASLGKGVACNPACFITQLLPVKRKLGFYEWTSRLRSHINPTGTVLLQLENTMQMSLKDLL
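Fluorogenic readout (Ex 365/Em 440 nm) of 4-methylumbelliferone released from 1 mM 4-MU-alpha-galactoside by spleen homogenate, 40 min at 37C, pH 5.0. Data normalized to no-enzyme and enzyme controls; Hill-equation AC50 from compound titrations.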
Tau fluor cs: counter-screen for tau fibril formation inhibitors; tau K18 P301L Alexa594 fluorescence, heparin fibrillization; Potency, µM (top dose mostly 57.7 µM), without a hit: at the top dose activity change, negative = decrease; hit rate 0.93% among 280,000; note: % is set by controls: 0 for no effect and ±100 for the full control effect; nearly all actives have a fitted effect of over 55% in size
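Human tau K18 P301L (15 uM unlabeled, 0.24 uM Alexa 594-labeled) in 100 mM sodium acetate pH 7 with 20 uM heparin, 6 hr at 37 C. ThT 30 uM added, 1 hr ambient; Alexa 594 FP and total fluorescence read at 555/632 nm.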
ALDH1A1 block: ALDH1A1 (human) enzyme inhibition | P00352 | Purified ALDH1A1, NADH fluorescence, propionaldehyde substrate | Potency, µM (doses to about 75.3 µM), for inactives: at the highest dose activity, negative = inhibition, actives largely listed as inhibitors | hit rate 7.3% among 220,000; active = well fitted inhibition curve with a large enough effect, not every such curve was filed as active; inconclusive = small, poorly fitted or top-dose-only effect, or another doubt; inactive = no such curve, though single readings can be large or run the other way;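 note: plate controls were no enzyme wells and a reference inhibitor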
GAA glycogen mod: inhibitors or activators of human alpha-glucosidase glycogen cleavage; recombinant GAA, glycogen substrate, Amplex Red glucose oxidase fluorescence; Potency, µM (top dose mostly 76.4 µM), without a hit: at the highest dose activity change, negative = inhibition, usual class: inhibitors; hit rate 0.38% among 300,000; AID 2100;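 note: 0% = full enzyme reaction and -100% = no-enzyme basal signal; the screen sought inhibitors and activators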
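Recombinant human enzyme (4 nM); glycogen substrate; 37 C, 40 min, pH 5.0. Readout: coupled glucose oxidase/Amplex Red fluorescence.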
aGlu spleen mod: lysosomal alpha-glucosidase (human) modulation | P10253 | human spleen homogenate, 4-MU-alpha-glucoside fluorescence | Potency, µM (highest dose often 79.9 µM), for inactives: top-dose activity change, negative = inhibition, hits mostly inhibitors | hit rate 0.006% among 240,000;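 note: 0% = enzyme with vehicle and -100% = no enzyme basal signal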
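AC50 values come from Hill-equation fits of concentration-response data, normalized to no-enzyme and full-activity controls. Enzyme source: 1 ug human spleen homogenate; 1 mM fluorogenic 4-MU glucoside, pH 5.0 citrate buffer, 37 C, 40 min.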
GAA inh: alpha-glucosidase (human) inhibition | P10253 | purified human GAA, 4-MU-alpha-glucoside fluorescence | Potency, µM (doses to about 76.9 µM), inactives show at the top dose activity change, negative = inhibition, actives largely listed as inhibitors | hit rate 0.005% among 200,000 | AID 1466;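 note: plate controls were uninhibited enzyme wells for no effect and no-enzyme background for full effect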
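Fluorogenic assay: 4 nM human alpha-glucosidase with 400 uM 4-methylumbelliferyl-alpha-D-pyranoside in 50 mM citrate/phosphate, 0.005% Tween-20, pH 5.0, 20 min at room temperature. Compounds tested up to 77 uM; AC50 from Hill fits.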
* marks the source's active call; other numbers are inactive results; ? = inconclusive; . = no result given; [ ] = remark or other dose. Unless noted, calls come from the whole dose curve; as a rule, active = well fitted curve in the direction sought with a large enough effect; inconclusive = small, poorly fitted or top-dose-only effect, or another doubt; inactive = no such curve, though single readings can be large; an effect the other way counts as inactive or inconclusive. Potency is the fitted concentration of half-maximal effect. Not all compounds are listed; the hit share may differ from the screen's.

SMILES	NPSR antag	Epigenetic reg	aGal spleen mod	Tau fluor cs	ALDH1A1 block	GAA glycogen mod	aGlu spleen mod	GAA inh
CCS(=O)(=O)N1CCCC(C(=O)NCCN(C)Cc2ccccc2)C1 (stereo unspecified)	7%[46.1 µM]	-0.9%	-3%	6%	13%	21%	-4%	2%
CN(C)N1C(N)=C(C#N)C(c2ccsc2)C2=C1CC(C)(C)CC2=O (stereo unspecified)	-15%	-1.3%	-11%	5%	-1%	-1%	-3%	1%
CN(C)c1ccc(NC(=O)CSc2nnc(-c3cccs3)n2Cc2ccco2)cc1	-14%[46.1 µM]	-4.8%	-5%	-29%	18µM*	8%	2%	-10%
CCOC(=O)C(=O)Nc1ccc(OCc2ccccc2)cc1	-16%	-5.7%	-1%	-20%	25µM*	7%	3%	12%
CCOC(=O)c1ccccc1NC(=O)CSc1ccccc1	-33%[46.1 µM]	0.0%	-10%	-6%	?	-1%	-4%	-5%
Cc1cnc([N+](=O)[O-])n1CCOC(=O)NC(=O)c1cccc(F)c1	8%	-2.2%	-8%	-1%	-5%	11%	.	-3%
CCCCc1c(O)c2ccccc2n(CCCC)c1=O	-3%	3.0%	-2%	-15%	?	0%	-1%	1%
Cc1ccc(OCCNc2ccc(C(F)(F)F)cc2[N+](=O)[O-])cc1	-30%	-3.2%	-7%	-12%	2%	4%	2%	1%
CCCCc1nc2ccccc2c(=O)n1NC(=O)c1c(O)c2cccc3c2n(c1=O)CC3	-28%[46.1 µM]	2.9%	-15%	1%	-39%	12%	-3%	-32%
CSc1nc2ccc(NS(=O)(=O)c3ccc(Cl)s3)cc2s1	11%[46.1 µM]	-2.9%	9%	?	40µM*	-10%	-5%	-8%
O=C(N/N=C/c1ccc(C(=O)O)cc1)C1=NNC(c2ccccc2)(c2ccccc2)C1	-10%	-1.3%	7%	11%	?	-9%	-11%	10%
O=C(CCSc1ccc(Cl)c(Cl)c1)NC12CC3CC(CC(C3)C1)C2	?	1.1%	-5%	-18%	-7%	1%	-10%	?
Cc1ccc(S(=O)(=O)NNC(=O)CCC(=O)Nc2ccc(C)cc2C)cc1	26%	-3.2%	-10%	-8%	7%	-4%	-4%	3%
Cc1c(C(=O)N(Cc2ccccc2)C(C)C)cnn1-c1ccccc1	-1%	1.1%	-10%	-1%	.	2%	-9%	.
O=C(CCN1C(=O)C2CC=C(Cl)CC2C1=O)NCc1ccco1 (stereo unspecified)	-6%[46.1 µM]	-1.1%	-9%	-3%	22µM*	5%	-4%	1%
CC1=C(C)CC(C(=O)N2CCN(Cc3ccccc3)CC2)C(C(=O)O)C1 (stereo unspecified)	4%[46.1 µM]	0.0%	9%	6%	14µM*	-5%	9%	-10%
OC(CN1CCN(Cc2ccccc2)CC1)Cn1c2ccccc2c2ccccc21 (stereo unspecified)	-3%	0.0%	1%	-18%	8%	-9%	2%	?
COc1ccc(-c2cc(C(F)F)n3ncc(C(=O)N4CCc5ccccc54)c3n2)cc1	35%	?	5%	3%[2.34 µM]	1%	-10%	-19%	?
Cc1ccc(Nc2ncccc2C(N)=O)cc1[N+](=O)[O-]	0%	-1.4%	6%	-8%	?	-4%	6%	-5%
CCOC(=O)c1sc(NC(=O)CSc2nc3ccccc3o2)c(C(=O)OCC)c1C	-8%[46.1 µM]	2.3%	1%	-10%	-15%	9%	0%	1%
COc1cccc(-n2c(SCC(=O)NCc3ccco3)nnc2-c2c[nH]c3ccccc23)c1	-17%[46.1 µM]	-0.8%	-5%	-1%	0%	4%	-6%	-1%
c1csc(C2C3=C(Nc4ncnn42)c2ccccc2OC3)c1 (stereo unspecified)	-3%[46.1 µM]	0.7%	-1%	-4%	?	3%	-3%	-1%
OCc1cc2c(cn1)[nH]c1ccccc12	.	0.8%	7%	-27%	?	.	15%	.
COc1ccc(N2C(=O)CSC23C(=O)N2CCCc4cccc3c42)cc1 (stereo unspecified)	-8%[46.1 µM]	1.5%	-14%	4%	11µM*	10%	-6%	0%
CCCN(CCC)S(=O)(=O)c1ccc(C(=O)OCCN2C(=O)c3cccc4c(N5CCOCC5)ccc(c34)C2=O)cc1	-11%	25µM*	-6%	-10%	-4%	-14%	0%	?

Overlap with the part before: 5 entries, then new ones.
SMILES	NPSR antag	Epigenetic reg	aGal spleen mod	Tau fluor cs	ALDH1A1 block	GAA glycogen mod	aGlu spleen mod	GAA inh
COc1cccc(-n2c(SCC(=O)NCc3ccco3)nnc2-c2c[nH]c3ccccc23)c1	-17%[46.1 µM]	-0.8%	-5%	-1%	0%	4%	-6%	-1%
c1csc(C2C3=C(Nc4ncnn42)c2ccccc2OC3)c1 (stereo unspecified)	-3%[46.1 µM]	0.7%	-1%	-4%	?	3%	-3%	-1%
OCc1cc2c(cn1)[nH]c1ccccc12	.	0.8%	7%	-27%	?	.	15%	.
COc1ccc(N2C(=O)CSC23C(=O)N2CCCc4cccc3c42)cc1 (stereo unspecified)	-8%[46.1 µM]	1.5%	-14%	4%	11µM*	10%	-6%	0%
CCCN(CCC)S(=O)(=O)c1ccc(C(=O)OCCN2C(=O)c3cccc4c(N5CCOCC5)ccc(c34)C2=O)cc1	-11%	25µM*	-6%	-10%	-4%	-14%	0%	?
COc1ccc(OC)c2[nH]c(=O)c(CCNC(=O)CC(C)C)cc12	-3%[46.1 µM]	1.8%	0%	7%	3%	-1%	-4%	1%
C=CCSc1nc2ccccc2c2nc(-c3ccccc3)nn12	-2%[46.1 µM]	3.1%	-1%	-10%	1%	6%	1%	?
O=C(COc1ncnc2ccc(Br)cc12)NCc1ccco1	-7%	2.2%	5%	1%	.	6%	-2%	.
COc1ccc(N/N=C/c2c(C(=O)O)ccc3ccccc23)cc1	0%	4.7%	4%	?	.	-3%	-5%	.
COc1cc(/C=N/NC(=O)c2cccnc2)ccc1OS(=O)(=O)c1cc(C)ccc1C	3%	1.0%	-4%	?	-6%	3%	-7%	?
COC(=O)c1c(C(=O)OC)c(-c2cccc(C)c2)n2c1CS(=O)C2 (stereo unspecified)	0%	-2.2%	-5%	1%	-6%	2%	-7%	-3%
COc1ccc(CNC(=O)c2c(O)c3ccccc3n(C)c2=O)cc1OC	-6%[46.1 µM]	-9.8%	6%	0%	1%	-6%	7%	-2%
COc1cc2c(cc1OC)-c1cc(NC3CCCCC3)nc(=O)n1CC2	2%[46.1 µM]	-0.2%	3%	3%	?	10%	-1%	8%
CCN(CC)CC(=O)N1N=C(c2cccs2)CC1c1ccco1 (stereo unspecified)	-5%[46.1 µM]	-1.5%	-4%	-5%	?	4%	-2%	-1%
S=c1[nH]nc(-c2n[nH]c3c2CCC3)n1/N=C/C=C/c1ccccc1	-5%	-3.1%	1%	-11%	.	-9%	-2%	.
COc1ccc(-c2coc3cc(O)ccc3c2=O)cc1OC	-9%[46.1 µM]	-1.1%	1%	-8%	-13%	4%	-1%	12%
CC1(C)CC(=O)C=C(Nc2cc(-c3ccccc3)[nH]n2)C1	-5%[46.1 µM]	-0.2%	6%	-7%	4.5µM*	-19%	4%	-3%
Cc1cnc(C(=O)N2CCCC(C(=O)c3cccc(OC(C)C)c3)C2)cn1 (stereo unspecified)	1%	0.0%	-9%	-14%	2%	2%	0%	-14%
CC(=O)c1c(C(C)=O)c(C)n(Cc2ccc3c(c2)OCO3)c1C	-5%[46.1 µM]	1.3%	5%	3%	-3%	3%	1%	-3%
CN(C)S(=O)(=O)c1cc(NC(=O)CSc2nn(-c3ccc(Cl)cc3)c(=S)s2)ccc1Cl	-49%	-1.3%	8%	?	?	-10%	2%	1%
CC(C)CNC(=O)c1cccc(NC(=O)C(C)Oc2ccccc2)c1 (stereo unspecified)	-1%	-0.7%[10.1 µM]	4%	7%	3%	15%	-3%	-6%
CC1(C(=O)NCc2cccnc2)CCC(=O)N1Cc1cccs1 (stereo unspecified)	-8%[46.1 µM]	-0.8%	2%	-2%	7%	4%	-3%	0%
CSCCC1NC2(C(=O)Nc3ccc(Cl)cc32)[C@@H]2C(=O)N(C3CCCC3)C(=O)[C@H]12 (stereo partly specified)	4%[46.1 µM]	-1.1%	9%	?	-10%	-1%	-5%	-2%[15.4 µM]
COc1cccc(N(C(=O)Cn2nnc(-c3cccs3)n2)C(C(=O)NC(C)C)c2ccc(C)o2)c1 (stereo unspecified)	-7%[46.1 µM]	0.0%	6%	18%	-4%	9%	-9%	-8%
COc1cccc(C(=O)CSc2nnc(COc3cccc4cccnc34)o2)c1	-15%[46.1 µM]	-0.8%	-3%	-7%	?	-10%	0%	-3%
CCC(=O)c1ccc(OCc2ccc(C#N)cc2)cc1	-4%	0.3%	10%	-5%	4%	-1%	-8%	1%
COc1ccc(/C=N/n2c(-c3ccc(C)cc3)n[nH]c2=S)cc1OC	-53%	1.8%	3%	-15%	.	-6%	4%	.
COc1ccc(CN(C(=O)c2oc3ccccc3c2C)C2CCS(=O)(=O)C2)cc1OC (stereo unspecified)	-11%[46.1 µM]	0.0%	6%	-2%	?	-6%	-7%	4%
O=C1CCCc2oc3c(cc(NS(=O)(=O)c4ccc5c6c(cccc46)C(=O)N5)c4ccccc43)c21	-30%	-1.1%	5%	?	.	-5%	-10%	.
O=C1C=C(c2ccccc2)OC(c2ccccc2)O1 (stereo unspecified)	-3%	-1.1%	2%	14%[2.34 µM]	-6%	-6%	-1%	4%
CCOC(=O)c1cncc(C#CCOC(=O)Nc2ccc(OC(F)(F)F)cc2)c1	14%	0.0%	-10%	-16%	-10%	1%	-5%	-2%
COc1ccc(CCN(Cc2cc3cc(C)c(C)cc3nc2Cl)C(=O)C2CC2)cc1	?	-0.2%	5%	-6%	10%	-3%	-7%	-4%
